aSyn yeast rescue – inhibitors of alpha-synuclein toxicity in yeast | S. cerevisiae alpha-synuclein toxicity rescue, BacTiter-Glo growth, 24 h | Potency, µM (doses to about 46.1 µM), for inactives: at the highest dose growth rescue (activation), most hits filed as activators | hit rate 0.02% among 94,000 | AID 1347070; active = well fitted activation curve with a large enough effect; also: 0% is about no effect
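Growth restoration measured by BacTiter-Glo luminescence after 24 hr at 30 deg C; alpha-synuclein yeast, raffinose-pregrown to mid-log, were added at OD600=0.02 in galactose medium onto pinned compounds.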
* hit, by the source's call; & = joins results of further samples; [ ] = dose if it differs, or a comment. Potency is read from the fitted curve at half-maximal effect. An excerpt (hit frequency here may not be typical).

SMILES	aSyn yeast rescue
COc1cccc(CNC(=O)COC(=O)CCCNC(=O)c2ccc(Cl)cc2)c1	1%
CC(NC(=O)Cc1ccsc1)c1ccc(F)cc1 (stereo unspecified)	-7%
COc1ccc(CNC(=O)CCC(=O)N2CC3CCCN3c3ccccc32)c(OC)c1 (stereo unspecified)	-12%
Cc1cccc(-n2c(=O)c3c4c(sc3n3c(C)nnc23)CCCC4)c1	-7%
COc1ccc(NC(=O)c2c(NCc3cccs3)sc3c2CCCCC3)cc1	10%
CC(=O)Nc1ccc(NS(=O)(=O)c2ccc3c(c2)CC(C)N3C(=O)C2CCC2)cc1 (stereo unspecified)	-3%
Cc1cnc(CN2CCc3c([nH]c4ccccc34)C2CC(C)C)[nH]1 (stereo unspecified)	-16%
CCOc1ccc(NC(=O)CSc2c3c(nc4ccccc24)CCCC3)cc1	1%
COc1cccc(-c2cc(C(F)(F)F)nc(-n3nc(C)c(Br)c3C)n2)c1	1%
Cc1ccc(C)c(N2CCN(C(=O)CN3C(=O)CSc4c3c(C)nn4-c3ccccc3)CC2)c1	0%
COc1ccc(NC(=O)[C@H](Cc2ccccc2)N2Cc3ccccc3C2=O)cc1OC	5%
Cc1ccc(Nc2c3c(nc4nncn24)CCC3)cc1C	22%
COc1ccc(-n2c(=O)c3c(C)c(C)sc3n(Cc3ccc(F)cc3)c2=O)c(OC)c1	18%&8%
CCC1CN(C(=O)N2CCC(C(=O)NCc3cccc(F)c3)CC2)c2cc(C)ccc2O1 (stereo unspecified)	-15%
CC1(C)C(=O)N(CC(=O)Nc2cccc(F)c2)c2ccc(S(=O)(=O)N3CCCCC3)cc21	1%
Cc1cccc(N(Cc2ccccc2)C(=O)c2cc(S(=O)(=O)N3CCOCC3)ccc2Cl)c1	12%
COCCn1c(SCc2ccc(C(=O)OC)o2)nnc1-c1c[nH]c2ccccc12	2%
CN(Cc1nc(-c2ccc(Cl)cc2)no1)C(=O)c1ccco1	-2%
CC(=O)Nc1ccc(Nc2ncnc3c2c(-c2ccccc2)cn3-c2ccc(C)c(Cl)c2)cc1	-22%
O=C(O)c1cc(-c2ccc3c(c2)OCCO3)n[nH]1	-5%
COc1ccc(Br)cc1C(=O)Nc1ccc(-c2nc3ncccc3o2)cc1C	6%
CCOC(=O)N1CCN(C(=O)Cn2ncc3c4ccccc4n(Cc4ccc(F)cc4)c3c2=O)CC1	18%
CC(NS(=O)(=O)c1cc2c3c(c1)CCN3C(=O)CC2)c1ccccc1 (stereo unspecified)	4%
O=C(Oc1ccc(F)cc1)c1nc(SCc2ccc(F)cc2)ncc1Cl	-5%
CC(O)CNc1nc2ccccc2n1CC(=O)NCC(F)(F)F (stereo unspecified)	-15%
CC(=O)NC(CCS(C)(=O)=O)C(=O)Nc1ccc(Cl)c(Cl)c1 (stereo unspecified)	-8%
Cc1ccc2sc(N(CCCN(C)C)C(=O)c3ccc(Br)s3)nc2c1C	-26%
O=C(COC(=O)/C=C/c1ccc(Cl)cc1)Nc1ccccc1	-3%
COc1ccc(N2CCN(C(=O)c3cc4c(=O)oc5ccc(C)cc5c4s3)CC2)cc1	-2%
COc1ccc(S(=O)(=O)N2CCOCC2)cc1NC(=O)COc1ccccc1	-2%
Cc1nc2ccc(NC(=O)c3ccc(N4C(=O)CCC4=O)cc3)cc2s1	8%
CC(OC(=O)c1ccccc1CCc1ccccc1)C(N)=O (stereo unspecified)	-45%[inhibitor]
COc1ccccc1OCCCn1c(C2CC(=O)N(c3ccccc3Cl)C2)nc2ccccc21 (stereo unspecified)	3%
CCc1ccc(NC(=O)CSc2ccc(-c3cccs3)nn2)cc1	-2%
Cc1ccc(-c2cc(C(=O)NCc3ccccc3)c3c(-c4ccc(C)cc4)[nH]nc3n2)cc1	2%
COc1ccc(Cn2ccnc2SCC(=O)NCc2ccccc2)cc1	1%
CC(C)Cn1c(N)c(C(=O)COC(=O)[C@H](C)NC(=O)c2ccccc2Cl)c(=O)n(C)c1=O	-1%
Cn1ncc2c(N3CCN(c4ccccc4F)CC3)ncnc21	5%
CC(C)CCSc1nc2c(c(=O)n(C)c(=O)n2C)n1Cc1ccccc1Cl	17%
C/C(=N\NC(=S)Nc1ccccc1)C1Cc2ccccc2C(=O)O1 (stereo unspecified)	-5%
CCCCNC(=O)C(=O)NCC1CCCN1S(=O)(=O)c1cccs1 (stereo unspecified)	-6%
CC(=O)c1cccc(NC(=O)c2sc(-n3nc(C)c(Cc4ccc5c(c4)OCO5)c3C)nc2C)c1	-11%
Cc1ccc(CNC(=O)c2ccc(S(=O)(=O)N3CCCCCC3)cc2)cc1	14%
COc1ccccc1-c1ncnn1-c1sc2c(c1C#N)CCCCC2	6%
O=S(=O)(c1ccc(F)cc1)N1CCN(c2ccccn2)CC1	14%
COCC(=O)N1CCC(Oc2ccc(C(=O)NCCc3ccncc3)cc2)CC1	-4%
CCn1c(=O)c2c(nc(SCC(=O)NC3CCCC3)n2C)n(C)c1=O	3%
Cc1ccc(C(=O)COC(=O)c2cc(-c3cccs3)nc3ccccc23)cc1	-4%
Cn1c(C(=O)NCCc2ccsc2)cc2c(=O)n(C)c3ccccc3c21	0%
Cc1cc(Cl)ccc1C(=O)C1CCCN(C(=O)c2ccc3c(c2)OCO3)C1 (stereo unspecified)	9%
CCOC(=O)c1ccc(NC(=O)c2cc3sccc3n2Cc2ccc(Cl)cc2)cc1	3%
O=S(=O)(c1ccc(F)cc1)N1CCC(n2c(C(F)(F)F)nc3cccnc32)CC1	2%
Cc1cccc(N2CCN(C(=O)c3cnc(N4CCCC4)nc3C)CC2)c1C	6%
COc1ccccc1CNC(=S)NC1CCCCC1	2%
CCOc1ccccc1NC(=O)C1CCN(S(=O)(=O)c2c(C)noc2/C=C/c2ccco2)CC1	7%
Cc1ccc2c(c1)c(N1CCCC1=O)c(C(=O)Nc1ccc(F)cc1F)n2C	-7%
CCC(C)NC(=O)c1sc2ncccc2c1-n1c(C)ccc1C (stereo unspecified)	-7%
Cc1onc(-c2ccccc2)c1C(=O)NNC(=O)c1ccccc1O	-7%
S=C(CN1CCCC1=S)NCCc1ccccc1	-11%
CC1CCCN(c2ncnc3c2nnn3C)C1 (stereo unspecified)	-3%

(listing goes on)
SMILES	aSyn yeast rescue
O=c1[nH]c(=S)[nH]cc1S(=O)(=O)c1cccc(Cl)c1	-6%
CCOC(=O)c1c(-c2ccc(OC)cc2)oc2ccc(OCc3ccc(F)cc3F)cc12	-2%
CC(C)(CN1CCCN(CC(C)(C)C(=O)O)C1=O)C(=O)O	-9%
CN1CCN(C(CNC(=O)C(=O)Nc2ccc(Cl)cc2)c2cccnc2)CC1 (stereo unspecified)	-2%
COc1ccc(S(=O)(=O)N2CCN(CC(=O)N3CCNC3=O)CC2)cc1OC	4%
COC1OC2COC(c3ccccc3)OC2C2OC(c3ccccc3)OC12 (stereo unspecified)	0%
CCOC(=O)C1=NOC2C(=O)N(c3ccc(Cl)cc3Cl)C(=O)C12 (stereo unspecified)	-5%
CCCCOc1ccc(C2c3c(oc4ccccc4c3=O)C(=O)N2c2nc(C)c(C(=O)OCC)s2)cc1OC (stereo unspecified)	7%
CCOC(=O)c1ccc2c(c1)N(Cc1cccc(OC)c1)C(=O)c1ccccc1S2(=O)=O	-17%
Cc1c(/C=C(\C#N)C(=O)NCc2ccccc2)cc(C#N)n1C	0%
Cc1cc(C)cc(Nc2cc(C(=O)NCCCN(C)C3CCCCC3)c3ccccc3n2)c1	-3%
Cc1ccc(Cn2ccn(Cc3cccc(C(F)(F)F)c3)c(=O)c2=O)cc1	-2%
O=C(Nc1ccc(OC(F)(F)F)cc1)c1cc(-c2ccc(Cl)cc2)on1	-10%
CC(OC(=O)C1COc2ccccc2O1)C(=O)c1ccccc1 (stereo unspecified)	4%
c1cc2c(c(NCc3ccncc3)c1)CCCC2	7%
COc1ccc(S(=O)(=O)NCc2ccccn2)cc1NC(=O)c1ccc(Cl)cc1	-10%
Cc1ccc(NC(=O)COCc2cc(-c3cccs3)on2)cc1Cl	-4%
Cc1cc(C)c2cc3c(N)c(C(=O)N4CCOCC4)sc3nc2c1	10%
Cc1nnc(SCC(=O)Nc2cc(S(=O)(=O)N3CCOCC3)ccc2C)s1	-17%
Cc1cccc(CNC(=O)C(=O)Nc2ccccc2C)c1	-1%
CCN(C(=O)COC(=O)CNC(=O)c1ccc(F)cc1)C1CCS(=O)(=O)C1 (stereo unspecified)	-4%
CCC(=C(c1ccc(O)cc1)c1ccc(OCCN(C)C)cc1)c1ccccc1	-2%
CCOC(=O)C1C(=O)C=C(Nc2ccccc2F)CC1c1ccccc1 (stereo unspecified)	2%
CCc1ccc(Cn2nnc(C(=O)Nc3ccc(C)cc3)c2N)cc1	-6%
COc1ccccc1CNC(=O)CCc1c(C)nc2c(c(C)nn2-c2ccc(C)c(C)c2)c1C	1%
CCCNc1ccc(-c2nc(-c3ccco3)no2)cc1[N+](=O)[O-]	4%
N#Cc1ccccc1NS(=O)(=O)c1ccc(N2CCCCS2(=O)=O)cc1	-2%
COc1ccc(OC)c(NC(=O)Cn2ccn(-c3ccc(F)cc3)c(=O)c2=O)c1	7%
COc1ccc2occ(CC(=O)Nc3ccc(S(=O)(=O)Nc4nc(C)cc(C)n4)cc3)c2c1	-2%
CC(OC(=O)c1ccc(-n2cnnn2)cc1)C(=O)NCc1ccccc1 (stereo unspecified)	1%
CN(C)Cc1ccccc1CNC(=O)c1ccc(Cl)c(S(=O)(=O)NC2CC2)c1	-2%
Cc1cccc(Cc2c(C)nc3nc(SCC(=O)NCc4ccccc4)nn3c2C)c1	6%
CC(C)(C)NC(=O)CN(C(=O)c1snc(C(=O)NC2CCCCC2)c1N)c1ccccc1F	0%
NC(=O)COc1ccccc1	5%
CC(C)OC(=O)N(C)C[C@@H]1OCc2cnnn2CCCC(=O)N([C@@H](C)CO)C[C@@H]1C	5%
Cc1cccc(N2CCN(C(c3ccccc3)c3nnc(-c4ccccc4F)o3)CC2)c1C (stereo unspecified)	7%
COCCN(C(=O)COC(=O)CCc1ccccc1)c1c(N)n(Cc2ccccc2)c(=O)[nH]c1=O	2%
COc1ccc(C)cc1NC(=O)C1CCCN(S(=O)(=O)c2ccc3c(c2)oc(=O)n3C)C1 (stereo unspecified)	7%
Cc1onc(-c2ccccc2Cl)c1C(=O)NCCn1c(C)cc2ccccc21	3%
COc1ccc(-c2csc(NC(=O)C3=COCCO3)n2)c(OC)c1	9%
Cc1cc(C)n2c(SCC(=O)NCc3ccc4c(c3)OCO4)nnc2n1	-6%
Cc1[nH]c2ccccc2c1C(=O)C(=O)NCC1CCCO1 (stereo unspecified)	0%
CCOc1ccccc1N=Nc1c(C)[nH]n(C(N)=S)c1=O	-21%
Nc1n[nH]c(N)c1N=Nc1ccccc1	7%
OCCN(Cc1ccccc1)c1ncnc2sccc12	5%

Shown as comma-separated lines: entries from further up.
SMILES,aSyn yeast rescue
COCCN(C(=O)COC(=O)CCc1ccccc1)c1c(N)n(Cc2ccccc2)c(=O)[nH]c1=O,2%
COc1ccc(C)cc1NC(=O)C1CCCN(S(=O)(=O)c2ccc3c(c2)oc(=O)n3C)C1 (stereo unspecified),7%

Carrying on:
SMILES	aSyn yeast rescue
CSc1ncc2c(n1)-c1ccccc1N(Cc1ccccc1C)S2(=O)=O	5%
Cc1ccc(NC(=O)c2ccco2)c(NC(=O)c2ccccc2)c1	-2%
Cc1cc(F)ccc1Nc1nc2ccccc2n2nnnc12	-8%
O=C(Nc1ccccc1)c1ccc2c(O)c(S(=O)(=O)c3ccc(Cl)cc3)c(=O)[nH]c2c1	2%
CCOC(=O)C1(Cc2ccc(OC)cc2)CCN(C(=O)CCn2cccn2)CC1	7%
O=C(c1ccccc1)c1ccc(NCCCn2ccnc2)c([N+](=O)[O-])c1	-4%
CCc1ccc(CNC(=O)c2cc(-c3ccc(Cl)s3)nc3ccccc23)cc1	-21%
Cc1cc2c(cc1NS(=O)(=O)c1cccc(C#N)c1)n(C)c(=O)c(=O)n2C	-11%
O=C(Cc1ccc(Cl)cc1)NNC(=O)c1cnccn1	7%
CC1CCN(C(=O)CC(NC(N)=O)c2ccccc2Cl)CC1 (stereo unspecified)	-8%
COc1cc(NC(=O)Cn2nc(-c3ccc(C)c(C)c3)ccc2=O)cc(OC)c1	2%

Of the compounds above, these contain a thiophene ring, fused or not.
SMILES	aSyn yeast rescue
CC(NC(=O)Cc1ccsc1)c1ccc(F)cc1 (stereo unspecified)	-7%
Cc1cccc(-n2c(=O)c3c4c(sc3n3c(C)nnc23)CCCC4)c1	-7%
COc1ccc(NC(=O)c2c(NCc3cccs3)sc3c2CCCCC3)cc1	10%
COc1ccc(-n2c(=O)c3c(C)c(C)sc3n(Cc3ccc(F)cc3)c2=O)c(OC)c1	18%&8%
Cc1ccc2sc(N(CCCN(C)C)C(=O)c3ccc(Br)s3)nc2c1C	-26%
COc1ccc(N2CCN(C(=O)c3cc4c(=O)oc5ccc(C)cc5c4s3)CC2)cc1	-2%
CCc1ccc(NC(=O)CSc2ccc(-c3cccs3)nn2)cc1	-2%
CCCCNC(=O)C(=O)NCC1CCCN1S(=O)(=O)c1cccs1 (stereo unspecified)	-6%
COc1ccccc1-c1ncnn1-c1sc2c(c1C#N)CCCCC2	6%
Cc1ccc(C(=O)COC(=O)c2cc(-c3cccs3)nc3ccccc23)cc1	-4%
Cn1c(C(=O)NCCc2ccsc2)cc2c(=O)n(C)c3ccccc3c21	0%
CCOC(=O)c1ccc(NC(=O)c2cc3sccc3n2Cc2ccc(Cl)cc2)cc1	3%
CCC(C)NC(=O)c1sc2ncccc2c1-n1c(C)ccc1C (stereo unspecified)	-7%
Cc1ccc(NC(=O)COCc2cc(-c3cccs3)on2)cc1Cl	-4%
Cc1cc(C)c2cc3c(N)c(C(=O)N4CCOCC4)sc3nc2c1	10%
OCCN(Cc1ccccc1)c1ncnc2sccc12	5%
CCc1ccc(CNC(=O)c2cc(-c3ccc(Cl)s3)nc3ccccc23)cc1	-21%

High-throughput results: PubChem BioAssay, National Center for Advancing Translational Sciences (NCATS)
